# Screening data as filed in PubChem BioAssay.
# PhoP inhibition = PhoP-dependent GFP reporter repression – Salmonella Typhimurium, primary screen (AID 1863); S. Typhimurium PhoP-regulated promoter GFP reporter, 4 h; higher % means a stronger effect; one-dose inhibition, % at 50 µM; IC50 in µM for titrated hits; hit rate 0.16% among 300,000;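 active = inhibition over 29.93%, a cutoff 3 SD above the screen mean, later confirmed by dose response; inconclusive = inhibition over 29.93% but no dose response follow-up; inactive = inhibition at most 29.93% or unconfirmed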;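 also: 0% = low Mg2+ inducing control and 100% = high Mg2+ repressing control; strong numbers were not always called active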
# TNAP activation fold = stimulation of alkaline phosphatase TNAP activity – biochemical, luminescent, no phosphate acceptor, uHTS, primary screen (AID 1001); purified TNAP, luminescent activation assay, no phosphate acceptor; higher activation fold means a stronger effect; activation fold at 20 µM, or EC50 in µM where a hit was titrated; hit rate 0.03% among 200,000; in the data active = activation fold from about 3, or a potency from the dose series; inactive = the rest, 99 in 100 with activation fold below about 1.6; also: many of its hits are not listed in these tables
# Siah-1 displacement = blockers of Siah-1 interaction with plectin peptide – biochemical, fluorescence polarization, rhodamine-plectin, uHTS, primary screen (AID 1817). Siah-1 / rhodamine-plectin peptide fluorescence polarization; higher % means a stronger effect. displacement, % at 20 µM; hits with a dose series show IC50 in µM. hit rate 0.02% among 290,000;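 active = displacement of at least 50% at 20 µM, with a fluorescence ratio check between 0.3 and a set limit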;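 also: plate controls were Siah plus tracer with DMSO for no effect and tracer alone without Siah for full effect; strong numbers were not always called active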
# XIAP displacement = XIAP antagonists, biochemical, IAP family, fluorescence polarization (AID 1018); displacement, % at 20 µM; hits with a dose series show IC50 in µM; XIAP BIR domain, fluorescence polarization peptide displacement; higher % means a stronger effect; hit rate 0.007% among 200,000; in the data active = displacement above about 50%; also: a part of the inactive calls stands beside numbers as strong as those of hits
# RSV CPE inhibition = RSV antiviral activity via CPE protection, HEp-2 cells, primary 10 µM value included (AID 2391) | hit rate 0.13% among 310,000 | HEp-2 cells, RSV-induced CPE inhibition; higher % means a stronger effect | one-dose CPE inhibition, % at 10 µM; IC50 in µM for titrated hits; in the data active = a potency from the dose series; inconclusive = CPE inhibition mostly from about 23% at the one dose, without a potency; inactive = the rest, 99 in 100 with CPE inhibition below about 21%; also: strong numbers were not always called active
# Myeloid diff MLP = compounds promoting myeloid differentiation; hit rate 1% among 360,000; ER-HoxA9 myeloid progenitors, lysozyme-GFP differentiation, flow cytometry; calls only at 10 µM;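 active = normalized GFP-positive differentiation at or above the plate's own cutoff, the solvent-only control mean plus 3 SD; inconclusive = no clear call, values can overlap the other calls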;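 also: cells exposed to compound for four days before flow analysis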
# WT yeast gro inh = growth inhibition of WT yeast, mitochondrial fusion screen; hit rate 2.1% among 190,000; inhibition, % at 10 µM; mitochondrial fusion phenotypic screen, WT strain; in the data active = inhibition above about 58%; tested in S. cerevisiae
# human PMI inhibitors = human PMI inhibitors, high substrate, primary screen, biochemical, fluorescence intensity, high mannose 6-phosphate (AID 1220); recombinant PMI enzyme, coupled fluorescence intensity; higher % means a stronger effect; inhibition, % at 20 µM; hits with a dose series show IC50 in µM; hit rate 0.66% among 190,000
# human PMI inhibition = MPI enzyme activity inhibition – biochemical, fluorescence intensity, coupled assay, primary screen (AID 1209). purified PMI enzyme, coupled fluorescence intensity; higher % means a stronger effect. inhibition, % at 20 µM; hits with a dose series show IC50 in µM. hit rate 0.42% among 190,000;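 also: plate controls were DMSO vehicle for no effect and wells lacking substrate for full effect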
# WT yeast gro inh mutant strain = recorded beside WT yeast gro inh, whose call it bears; inhibition, %; mitochondrial fusion phenotypic screen, mutant strain inhibition
# Myeloid diff MLP GFP+ MAC1+ % = also measured in Myeloid diff MLP; calls as there; GFP+ MAC1+ double positive, %; measured here: differentiation confirmed by MAC1 staining
# Numbers without * were called inactive; i = inactive; ? = inconclusive; . = not tested or not shown; + = active, no number. Rule as the data show it, unless noted: active = inhibition above about 50%; inactive = the rest.
SMILES,PhoP inhibition,TNAP activation fold,Siah-1 displacement,XIAP displacement,RSV CPE inhibition,Myeloid diff MLP,Myeloid diff MLP GFP+ MAC1+ %,WT yeast gro inh,WT yeast gro inh mutant strain,human PMI inhibitors,human PMI inhibition
Cc1ccc(NC(=O)CCCC(=O)O)c(-c2nc3ccccc3[nH]c2=O)c1,1%,.,-6%,.,2.2%,i,0.2,.,.,.,.
CCN1CCN(c2ccc(NC(=O)CCc3c(C)nc4c(-c5ccccc5)c(C)nn4c3C)cc2)CC1,-1%,1.2,2%,-15%,-2.1%,i,1.2,-7,-5,11%,2%
NC(=O)COC(=O)c1cccnc1Nc1ccccc1F,-6%,1.1,5%,-3.4%,0.5%,i,0.5,4,3,-8%,-10%
COc1ccc(N(C)C(=O)C2CCN(S(=O)(=O)c3cccc4nonc34)CC2)cc1,-4%,.,6%,.,0.6%,i,2.3,.,.,.,.
N#Cc1c(NC(=O)c2ccc(Cn3cc(Br)cn3)o2)sc2c1CCCCC2,-11%,1.1,5%,-1.1%,10%,i,1.1,1,18,13%,13%
Cc1sc2ncn(CC(=O)N3CCN(c4ccccn4)CC3)c(=O)c2c1S(=O)(=O)N1CCC(C)CC1,-2%,.,-1%,.,0.9%,i,2.3,.,.,.,.
COc1ccc(/C=N/NC(=O)c2ccco2)cc1COc1ccc(F)cc1,-3%,.,14%,.,0.8%,i,1.1,.,.,.,.
COc1ccccc1N(CC(=O)NC(C)(C)C)C(=O)CCC(=O)Nc1ccccn1,1%,.,14%,.,0.1%,i,0.8,.,.,.,.
O=C(CSc1nc2cc(Cl)ccc2o1)NCCc1ccccc1,3%,1.1,0%,-3.3%,2.4%,i,7.7,68*,-2.2*,4%,8%
O=C(CSCc1ccccc1)N1CCN(S(=O)(=O)c2ccc(F)cc2)CC1,-1%,.,4%,.,0.7%,i,0.9,.,.,.,.
NC(=O)COC(=O)c1cc(-c2ccco2)nc2ccccc12,-5%,.,28%,.,0.9%,i,0.8,.,.,.,.
COc1ccc(C(CNC(=O)c2ccccc2C)N2CCCC2)cc1 (stereo unspecified),-14%,1.2,1%,-7.9%,-1.7%,i,0.9,-5,-5,6%,11%
COc1ccc(C(=S)N2CCOCC2)cc1OC(=O)c1cc([N+](=O)[O-])c(C)c([N+](=O)[O-])c1,-1%,1,2%,0.8%,0.6%,i,1.5,15,-6,9%,14%
Cn1cccc1/C=N/NC(=O)c1ccco1,4%,1.1,6%,-10%,1.1%,i,0.7,2,3,6%,7%
O=C(COc1cccnc1[N+](=O)[O-])Nc1ccc2c(c1)CCC2,-7%,.,5%,.,9.2%,i,0.4,.,.,.,.
Cc1sc(NC(=O)CN2CCOCC2)c(C#N)c1C,5%,.,-4%,.,0.5%,i,1.0,.,.,.,.
CCCNC(=O)/C=C/c1ccc(C(C)C)cc1,0%,1.1,0%,-22%,5.8%,i,0.5,0,-26,4%,4%
COC(=O)COc1ccc(S(=O)(=O)N2CCCCCC2)cc1C,-2%,.,-2%,.,1.2%,i,0.5,.,.,.,.
N=c1c(C(=O)NCc2ccc(F)cc2)cc2c(=O)n3ccccc3nc2n1CC1CCCO1 (stereo unspecified),13%,1,0%,-4.2%,-0.1%,i,1.2,-8,-3,13%,10%
CC(=O)Nc1ccc(NS(=O)(=O)c2cc(-c3cnc(C4CC4)o3)ccc2C)cc1,5%,.,-1%,.,4.9%,?,.,.,.,.,.
CC1CCc2c(sc3c2C2=NS(=O)(=O)CCN2C=N3)C1 (stereo unspecified),-25%,1.1,2%,-2.4%,0.1%,i,1.4,0,-16,4%,9%
O=C1OC(NC(=O)c2ccccc2)C(n2cc(CO)nn2)=C1Cl (stereo unspecified),-4%,1.1,1%,0.6%,1.3%,i,0.1,-8,3,7%,20%
CC(=O)c1cc(C#N)c(N2CC(C)OC(C)C2)nc1C (stereo unspecified),-15%,1.1,-3%,-4.3%,-0.4%,i,0.3,-8,3,0%,3%
Cc1ccc(NC(=O)C(C)NS(=O)(=O)c2ccc(F)cc2)cc1C (stereo unspecified),-1%,1,6%,-4.4%,0.4%,i,0.2,4,3,-3%,-3%
CC(=O)NC(C(=O)c1ccccc1)N1CCCCC1 (stereo unspecified),16%,.,-6%,.,-0.3%,i,1.0,.,.,.,.

# Rewritten with two lines to a compound: part of the list above
# Values run as follows: PhoP inhibition, TNAP activation fold, Siah-1 displacement, XIAP displacement, RSV CPE inhibition, Myeloid diff MLP, Myeloid diff MLP GFP+ MAC1+ %, WT yeast gro inh, WT yeast gro inh mutant strain, human PMI inhibitors, human PMI inhibition
NC(=O)COC(=O)c1cc(-c2ccco2)nc2ccccc12
    -5%, ., 28%, ., 0.9%, i, 0.8, ., ., ., .
COc1ccc(C(CNC(=O)c2ccccc2C)N2CCCC2)cc1 (stereo unspecified)
    -14%, 1.2, 1%, -7.9%, -1.7%, i, 0.9, -5, -5, 6%, 11%
COc1ccc(C(=S)N2CCOCC2)cc1OC(=O)c1cc([N+](=O)[O-])c(C)c([N+](=O)[O-])c1
    -1%, 1, 2%, 0.8%, 0.6%, i, 1.5, 15, -6, 9%, 14%
Cn1cccc1/C=N/NC(=O)c1ccco1
    4%, 1.1, 6%, -10%, 1.1%, i, 0.7, 2, 3, 6%, 7%
O=C(COc1cccnc1[N+](=O)[O-])Nc1ccc2c(c1)CCC2
    -7%, ., 5%, ., 9.2%, i, 0.4, ., ., ., .
Cc1sc(NC(=O)CN2CCOCC2)c(C#N)c1C
    5%, ., -4%, ., 0.5%, i, 1.0, ., ., ., .
CCCNC(=O)/C=C/c1ccc(C(C)C)cc1
    0%, 1.1, 0%, -22%, 5.8%, i, 0.5, 0, -26, 4%, 4%
COC(=O)COc1ccc(S(=O)(=O)N2CCCCCC2)cc1C
    -2%, ., -2%, ., 1.2%, i, 0.5, ., ., ., .
N=c1c(C(=O)NCc2ccc(F)cc2)cc2c(=O)n3ccccc3nc2n1CC1CCCO1 (stereo unspecified)
    13%, 1, 0%, -4.2%, -0.1%, i, 1.2, -8, -3, 13%, 10%
CC(=O)Nc1ccc(NS(=O)(=O)c2cc(-c3cnc(C4CC4)o3)ccc2C)cc1
    5%, ., -1%, ., 4.9%, ?, ., ., ., ., .
CC1CCc2c(sc3c2C2=NS(=O)(=O)CCN2C=N3)C1 (stereo unspecified)
    -25%, 1.1, 2%, -2.4%, 0.1%, i, 1.4, 0, -16, 4%, 9%
O=C1OC(NC(=O)c2ccccc2)C(n2cc(CO)nn2)=C1Cl (stereo unspecified)
    -4%, 1.1, 1%, 0.6%, 1.3%, i, 0.1, -8, 3, 7%, 20%
CC(=O)c1cc(C#N)c(N2CC(C)OC(C)C2)nc1C (stereo unspecified)
    -15%, 1.1, -3%, -4.3%, -0.4%, i, 0.3, -8, 3, 0%, 3%
Cc1ccc(NC(=O)C(C)NS(=O)(=O)c2ccc(F)cc2)cc1C (stereo unspecified)
    -1%, 1, 6%, -4.4%, 0.4%, i, 0.2, 4, 3, -3%, -3%
CC(=O)NC(C(=O)c1ccccc1)N1CCCCC1 (stereo unspecified)
    16%, ., -6%, ., -0.3%, i, 1.0, ., ., ., .

# Carrying on.
SMILES,PhoP inhibition,TNAP activation fold,Siah-1 displacement,XIAP displacement,RSV CPE inhibition,Myeloid diff MLP,Myeloid diff MLP GFP+ MAC1+ %,WT yeast gro inh,WT yeast gro inh mutant strain,human PMI inhibitors,human PMI inhibition
COC(=O)CCC(=O)OC1(C)C(=O)C2=CN(CC3CC3)C(c3ccc(OC)cc3)=CC2=C(Br)C1=O (stereo unspecified),-13%,.,6%,.,0.0%,i,0.9,.,.,.,.
COC(=O)c1cc(Br)c(=O)n(-c2cc(C)on2)c1,4%,1.1,2%,-4.7%,0.9%,i,1.0,-7,-53,0%,-6%
Cn1c(SCc2ccc(C#N)cc2)nnc1-c1ccccc1,6%,1,-3%,-6.7%,1.6%,i,0.3,-56,-12,10%,-9%
CCN1/C(=C\C=C2\C(=O)N(c3ccccc3)C(=S)N2C)Sc2ccccc21,0%,0.7,11%,-3.7%,.,.,.,40,34,1%,2%
Cn1nccc1C(=O)N1CCN(c2ccc(F)cc2)CC1,3%,1,-6%,-4.1%,1.4%,i,1.1,-8,-7,-2%,-5%
Cc1cc(C)c(O)c(C2(O)C(=O)c3ccccc3C2=O)c1,1%,.,0%,.,-0.1%,i,1.0,.,.,.,.
COC(=O)c1cc(-c2ccc(OC)cc2F)nc2nc(SC)[nH]c(=O)c12,0%,.,-2%,.,4.6%,i,0.4,.,.,.,.
CC(C)OC(=O)NS(=O)(=O)c1cccc([N+](=O)[O-])c1,5%,1,4%,-8.6%,1.3%,i,0.2,13,7,-8%,-27%
O=C(CS(=O)Cc1ccccc1Cl)Nc1ccccc1Cl (stereo unspecified),-12%,1,3%,-15%,0.1%,i,0.2,-3,-8,-10%,-5%
Cc1oc(S(=O)(=O)N2CCCCC2)cc1NC(=O)Nc1ccc(Cl)cc1,-13%,.,6%,.,4.1%,i,0.2,.,.,.,.
O=S(=O)(NCc1cn2ccsc2n1)c1ccc(Oc2ccccc2)cc1,-3%,1,-1%,-4.1%,-1.7%,+,2.6*,-11,-5,-3%,-3%
CC(C)CN1CCCC(N2CCN(c3cccc(Cl)c3)CC2)C1 (stereo unspecified),-4%,.,-2%,.,-1.0%,i,0.4,.,.,.,.
O=C(NCC(=O)N(c1cccnc1)C(C(=O)NC1CCCC1)c1ccco1)c1cccs1 (stereo unspecified),3%,1.1,3%,-7.6%,0.0%,i,2.3,3,-14,10%,9%
COc1ccc(CCNC(=O)c2ccc(=O)[nH]c2)cc1,-1%,1,-1%,-4.9%,-0.3%,i,0.6,-7,-2,-8%,-12%
CC(C)(C)C1CCc2c(sc(NC(=O)c3ccncc3)c2C(N)=O)C1 (stereo unspecified),-9%,1,-7%,-6.1%,?,i,0.4,17,0,-5%,3%
COC(=O)C(C)(C)ONC(=O)Nc1ccc(C)cc1,-14%,1.1,-2%,-6.6%,2.3%,i,0.8,-15,-11,0%,2%
Cc1cc(C)c2c(=O)[nH]n(C(C)C)c2n1,-6%,1,-3%,-2.2%,3.0%,i,0.7,-20,6,0%,8%
Cc1onc(-c2c(Cl)cccc2Cl)c1C(=O)N1CCCc2ccccc21,-10%,1,-7%,0.2%,4.4%,i,7.5,11,15,-5%,3%
CCOC(=O)C(Cc1ccc(Cl)cc1Cl)c1ccno1 (stereo unspecified),3%,1.1,4%,-5.0%,-2.4%,i,0.4,5,9,0%,7%
Cc1ccc(C2c3c(oc4ccccc4c3=O)C(=O)N2c2nncs2)cc1 (stereo unspecified),-10%,.,9%,.,1.7%,i,0.3,.,.,.,.
CCSC1=NCCN1C(=O)Cc1ccc(-c2ccccc2)cc1,10%,1.1,1%,-5.4%,2.2%,i,0.6,40,33,-7%,-6%
CCc1ccc(/C=C2\SC(N3CCOCC3)=NC2=O)cc1,5%,1,-6%,-2.6%,-0.5%,i,0.6,14,-6,4%,5%
CCN(CC)N=Nc1ccc(S(=O)(=O)Nc2c(C)n(C)n(-c3ccccc3)c2=O)cc1,1%,.,3%,.,1.1%,i,0.4,.,.,.,.
